Screening results from PubChem.
GoLoco inh red – inhibitors of human Gai1-RGS12 GoLoco interaction (red fluorophore); P63096; Potency, µM (series often up to 61.6 µM), for the others: at the top dose activity, negative = inhibition, usual class: inhibitors; AID 880; 230,000 compounds, 0.44% hits; Gai1:RGS12 GoLoco peptide FP, rhodamine, 10 min; active = well fitted inhibition curve with a large enough effect, not every such curve was filed as active; inactive = no such curve, though single readings can be large or run the other way; also: nearly all actives have a fitted effect of over 30% in size; many of its hits are not listed in these tables
TR SRC2 fluor cs – Texas Red fluorescence interference in TRb-SRC2 counter-screen | TRb/SRC2 Texas Red total fluorescence interference | Potency, µM (highest dose often 106 µM), for the others: top-dose fluorescence change, negative = quenching | 280,000 compounds, 0.29% hits | AID 1479; active = well fitted curve in either direction with a large enough effect; inconclusive = small, poorly fitted or top-dose-only effect
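Flags fluorescent or light-absorbing compounds by total fluorescence, S + 2P, at 555 nm excitation and 632 nm emission. Mixture: 20 nM Texas Red SRC2 peptide, 0.6 uM human TRb LBD, 1 uM T3, 5% DMSO; compound exposure 5 h at ambient temperature.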
Tau ThT inhib – blocks human tau fibril formation measured by thioflavin T; recombinant tau K18 P301L (four-repeat tau fragment), heparin-induced fibrillization, ThT fluorescence; Potency, µM (top dose mostly 57.4 µM), without a hit: at the top dose activity, negative = inhibition, hits mostly inhibitors; 270,000 compounds, 2.1% hits; AID 1460; also: nearly all actives have a fitted effect of over 55% in size
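K18 P301L tau (15 uM + 0.24 uM Alexa 594-tagged), heparin 20 uM, NaOAc pH 7, 6 h 37 C; ThT 30 uM, 1 h RT, ex 450/em 510 nm.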
L3MBTL1 inh – blocks human L3MBTL1; Q9Y468; AlphaScreen L3MBTL1–H3K9me1 peptide binding; Potency, µM (series often up to 57.1 µM), for the others: at the highest dose activity, negative = inhibition, hits mostly inhibitors; 230,000 compounds, 0.66% hits; AID 485360; also: nearly all actives have a fitted effect of over 60% in size
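AlphaScreen proximity signal between nickel-chelate acceptor and streptavidin donor beads (final 10 ug/mL) reports binding of 50 nM L3MBTL1 to 75 nM biotin-H3 K9me1 peptide; complex incubated with compounds 30 min at room temperature; cefsulodin titration as control.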
Tau fibril FP – blocks human tau fibril formation measured by polarization | K18 P301L tau heparin fibrillization, Alexa594 FP, 6 h | Potency, µM (titrated, usually from 57.7 µM), for the others: at the highest dose activity, negative = inhibition, usual class: inhibitors | 280,000 compounds, 0.39% hits; also: nearly all actives have a fitted effect of over 55% in size
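Human K18 P301L fragment (15 uM unlabeled plus 0.24 uM Alexa 594-labeled) in 100 mM sodium acetate pH 7 with compound, aggregation induced by 20 uM heparin for 6 hr at 37 C. ThT (30 uM) added for 1 hr, then Alexa 594 FP read.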
TRb-SRC2 inh – disrupts binding of human TR beta to SRC2; P10828; TRbeta-SRC2 peptide binding, fluorescence polarization; receptor liganded with 1 µM T3; Potency, µM (series often up to 106 µM), without a hit: top-dose activity change, negative = inhibition, hits mostly inhibitors; 280,000 compounds, 0.065% hits; AID 1469;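 also: plate controls were bound peptide for no effect and peptide without receptor for full effect; nearly all actives have a fitted effect of over 50% in size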
Target sequence (P10828 whole entry, looked up): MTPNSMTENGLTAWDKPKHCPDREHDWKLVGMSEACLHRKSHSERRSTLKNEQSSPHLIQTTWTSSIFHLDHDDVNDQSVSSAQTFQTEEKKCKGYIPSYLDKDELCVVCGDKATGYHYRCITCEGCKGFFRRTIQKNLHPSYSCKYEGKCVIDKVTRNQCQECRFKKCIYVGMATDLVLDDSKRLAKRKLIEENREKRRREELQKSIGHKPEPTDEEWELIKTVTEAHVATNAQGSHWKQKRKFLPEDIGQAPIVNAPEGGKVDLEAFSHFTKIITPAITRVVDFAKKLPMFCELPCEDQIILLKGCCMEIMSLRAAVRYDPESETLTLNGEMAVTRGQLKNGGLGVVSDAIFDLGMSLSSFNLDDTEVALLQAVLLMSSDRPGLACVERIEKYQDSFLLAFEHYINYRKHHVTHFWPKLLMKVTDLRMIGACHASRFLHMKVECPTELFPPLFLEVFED
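Assay buffer: 20 mM Tris-HCl, 100 mM NaCl, 10% glycerol, 1 mM EDTA, 0.01% NP-40, 1 mM DTT, 1 uM T3, 5% DMSO; TRb LBD 0.6 uM, Texas Red SRC2 20 nM; FP after 5 hr.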
RECQ1 helicase – RECQ1 (human) helicase inhibition. AID 2549. P46063. Potency, µM (titrated, usually from 57.3 µM), without a hit: top-dose activity, negative = inhibition, actives largely listed as inhibitors. RECQ1 DNA unwinding, red fluorescence kinetic read. 240,000 compounds, 0.54% hits;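 also: plate controls were vehicle for no effect and no enzyme for full effect; nearly all actives have a fitted effect of over 30% in size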
Target sequence (P46063 whole entry, looked up): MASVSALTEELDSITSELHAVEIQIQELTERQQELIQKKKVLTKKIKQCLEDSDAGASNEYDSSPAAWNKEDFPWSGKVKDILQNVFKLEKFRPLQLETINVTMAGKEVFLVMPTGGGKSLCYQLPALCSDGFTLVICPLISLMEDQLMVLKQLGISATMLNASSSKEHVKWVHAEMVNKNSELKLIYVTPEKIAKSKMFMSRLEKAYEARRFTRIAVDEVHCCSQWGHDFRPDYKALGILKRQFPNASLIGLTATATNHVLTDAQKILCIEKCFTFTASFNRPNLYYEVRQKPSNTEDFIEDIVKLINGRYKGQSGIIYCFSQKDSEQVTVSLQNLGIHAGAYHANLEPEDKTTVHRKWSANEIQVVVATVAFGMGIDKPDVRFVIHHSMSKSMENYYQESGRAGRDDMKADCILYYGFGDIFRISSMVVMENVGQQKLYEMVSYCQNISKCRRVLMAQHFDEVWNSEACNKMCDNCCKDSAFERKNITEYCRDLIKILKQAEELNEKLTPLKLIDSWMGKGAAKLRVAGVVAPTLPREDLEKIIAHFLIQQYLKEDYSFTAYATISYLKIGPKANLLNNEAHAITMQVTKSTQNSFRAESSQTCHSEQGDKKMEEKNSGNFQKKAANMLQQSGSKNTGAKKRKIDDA
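50 nM RECQ1T1 preincubated 15 min with compound in Tris pH 8.0 buffer with MgCl2, DTT, Tween-20 and 2.5 ug/ml poly(dI-dC); started with 200 nM TAMRA/BHQ-2 forked duplex and 2 mM ATP. Unwinding read as fluorescence (525/598 nm), two reads 2 h apart.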
JMJD2E inh – inhibitors of human JMJD2E histone demethylase; JMJD2E catalytic domain, FDH-coupled NADH fluorescence (FDH is formaldehyde dehydrogenase); Potency, µM (doses to about 57.1 µM), without a hit: at the top dose activity change, negative = inhibition, most hits filed as inhibitors; 230,000 compounds, 1.6% hits; B2RXH2; active = well fitted inhibition curve with a large enough effect, not every such curve was filed as active; inconclusive = small, poorly fitted or top-dose-only effect, or another doubt; inactive = no such curve, though single readings can be large or run the other way;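 also: 0% = wells with enzyme and -100% = buffer wells without enzyme; nearly all actives have a fitted effect of over 50% in size; many of its hits are not listed in these tables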
* = called active by the depositor; i = inactive; ? = inconclusive; nt = not tested or not shown; [ ] = remark or other dose. Unless noted, calls follow the shape of the dose curve; as a rule, active = well fitted curve in the direction sought with a large enough effect; inconclusive = small, poorly fitted or top-dose-only effect, or another doubt; inactive = no such curve, though single readings can be large; an effect the other way counts as inactive or inconclusive. Unless noted, % is scaled to controls: 0 for no effect and ±100 for the full control effect; potency is read from the fitted curve at half-maximal effect. These rows are one share of the data; count on the stated rates, not on these rows.

Results follow in this order: GoLoco inh red | TR SRC2 fluor cs | Tau ThT inhib | L3MBTL1 inh | Tau fibril FP | TRb-SRC2 inh | RECQ1 helicase | JMJD2E inh
> C=CCN(C(=O)CCC(=O)Nc1cc(C)on1)C(C(=O)NC1CCCC1)c1cccnc1 (centres undefined)
→ -5% | -10% | 4% | 0% | 1% | -5% | -9% | 0%
> Cc1nn2c(C)c(C(=O)NCC(C)c3ccccc3)cnc2c1-c1ccccc1 (centres undefined)
→ nt | 1% | ? | nt | -1% | -4% | nt | nt
> O=C(CCN1c2ccccc2Sc2ccccc21)Nc1ccccc1
→ 6% | 0% | ? | nt | 13% | -1% | -15% | -9%
> O=C(NC1CCSC1=O)c1ccc(Oc2cccc(C(F)(F)F)c2)nc1 (centres undefined)
→ 1% | 3% | 6% | 0% | -1% | 0% | -9% | 5%
> O=C(N/N=C/c1ccco1)c1cccc([N+](=O)[O-])c1
→ 15% | -3% | -9% | -10% | 3% | 1% | -21% | -3%
> CCN1CCN(c2nc3ccccc3nc2C(C#N)C(=O)OCc2ccccc2)CC1 (centres undefined)
→ nt | -1% | ? | -5% | 7% | -17% | -4% | -19%
> COc1ccc2c(CNC3CCC(C)CC3)c(C(=O)O)n(Cc3ccccc3)c2c1 (centres undefined)
→ nt | -2% | 4% | nt | 9% | 4% | nt | nt
> CC1CCCCN1S(=O)(=O)c1ccc(C(=O)Nc2sccc2C(N)=O)cc1 (centres undefined)
→ 3% | 0% | 6% | 6% | ? | -16% | 8% | ?
> COC(=O)C1CCN(C(=O)c2ccc(NC(C)=O)cc2)CC1
→ nt | -1% | 5% | 8% | 5% | 1% | -12% | -3%
> CCn1ccc2cc(S(=O)(=O)N3CCC(C(=O)NCCOC)CC3)ccc21
→ nt | 2% | 5% | nt | 2% | -1% | nt | nt
> CC(=O)c1ccc(NC(=O)CSCCO)cc1
→ 4% | -2% | ? | -2% | 8% | -13% | -6% | 5%
> CCCn1c(NCc2ccc3c(c2)OCO3)nc2ccccc21
→ 2% | -2% | -15% | 3% | -3% | -6% | 0% | ?
> C=CCSc1nnc(-c2nnc(SCC=C)n2CC)n1CC
→ 8% | -4% | 0% | -2% | -2% | 6% | i | 1%
> COc1cc(NC(=O)COC(=O)CSc2ccc3ccccc3c2)c(C)cc1[N+](=O)[O-]
→ 1% | -6% | -6% | -2% | ? | -7% | i | -17%
> O=C(N/N=C/c1ccccn1)c1cc([N+](=O)[O-])cc([N+](=O)[O-])c1
→ 4% | 5% | -17% | nt | -2% | 6% | -3% | ?
> CC(=O)c1cccc(NC(=O)C2CCCN(S(C)(=O)=O)C2)c1 (centres undefined)
→ -6% | -3% | 2% | -6% | 3% | 2% | i | 3%
> C/C(=N\Nc1nccnc1Cl)c1ccc(F)cc1
→ 1% | 0%[53 µM] | 2% | 44%[activator] | 8% | 1%[53 µM] | i | -22%
> N#Cc1ccc(C23CC4CC(CC(C4)C2)C3)[nH]c1=O
→ -7% | -4% | -5% | -5% | 0% | -7% | 8% | ?
> Cc1c(/C=N\NC(=O)c2csc3ccccc23)cnn1C
→ 8% | -2% | -17% | -3% | -7% | 1% | -4% | 5%
> Cc1ccc(NC(=O)COC(=O)/C=C/c2ccccc2)cc1S(=O)(=O)N1CCOCC1
→ 9% | 0% | -4% | 0% | -9% | -6% | -9% | 3%

Next section, overlapping the part above by three compounds.
Results follow in this order: GoLoco inh red | TR SRC2 fluor cs | Tau ThT inhib | L3MBTL1 inh | Tau fibril FP | TRb-SRC2 inh | RECQ1 helicase | JMJD2E inh
> N#Cc1ccc(C23CC4CC(CC(C4)C2)C3)[nH]c1=O
→ -7% | -4% | -5% | -5% | 0% | -7% | 8% | ?
> Cc1c(/C=N\NC(=O)c2csc3ccccc23)cnn1C
→ 8% | -2% | -17% | -3% | -7% | 1% | -4% | 5%
> Cc1ccc(NC(=O)COC(=O)/C=C/c2ccccc2)cc1S(=O)(=O)N1CCOCC1
→ 9% | 0% | -4% | 0% | -9% | -6% | -9% | 3%
> O=C(CNC(=O)c1cccc(Br)c1)N/N=C/c1cc(Br)cc(Br)c1O
→ 11% | -2% | ? | 0% | 0% | -1% | -15% | ?
> COc1ccc(/C=C2\SC(=NCc3ccccc3)NC2=O)cc1
→ 7% | 7% | 4% | -16% | 2% | 9% | 4% | 0%
> CCOc1ccc(NC(=O)c2cc(S(=O)(=O)N3CCc4ccccc43)ccc2F)cc1
→ nt | -1% | -5% | nt | -11% | 7% | nt | nt
> CCc1c(C)sc(NC(=O)OC)c1C(=O)N1CCOCC1
→ -5% | -2% | -5% | 6% | -15% | -8% | 0% | 9%
> O=C(CCCc1c[nH]c2ccccc12)NCc1ccc2c(c1)OCO2
→ 5% | -6% | -19% | nt | 7% | -2% | i | -7%
> O=C(NCc1ccco1)c1cc2ccc(O)cc2oc1=O
→ 13% | -9% | -10% | 20µM* | 4% | -2% | ? | ?
> Cc1ccc(NC(=O)NCC(c2cccnc2)N2CCOCC2)cc1 (centres undefined)
→ -9% | 0% | -2% | 10% | -1% | 4% | i | 1%
> COc1ccc(N(C(=O)Cn2nnc(-c3ccc(Cl)cc3)n2)C(C(=O)NCC2CCCO2)c2ccc(C)cc2)cc1 (centres undefined)
→ 4% | 0% | -21% | 1% | -11% | 0% | 3% | 2%
> Cc1ccc(-c2csc3ncn(CC#N)c(=O)c23)cc1
→ 56%[activator] | -2% | -14% | -13% | -3% | -3% | i | -1%
> COc1c(O)cc2c(c1O)C(=O)CC(c1ccccc1)O2 (centres undefined)
→ 3% | -2% | -19% | 5% | -1% | -7% | -10% | -6%
> Cc1ccc(SC(C)C(=O)NCCC2=CCCCC2)cc1 (centres undefined)
→ 8% | -2% | -13% | 23% | 3% | 0% | -5% | -6%
> CCOC(=O)c1ccc(N2C(=O)CC(N(C)CCc3ccc(OC)c(OC)c3)C2=O)cc1 (centres undefined)
→ 4% | -2% | ? | 0% | -2% | -2% | 1% | 0%
> COc1ccc(CNC(=O)CCc2c(C)nn(-c3ccc(N4CCCCC4)nn3)c2C)c(OC)c1
→ nt | -3% | -7% | nt | -6% | 2% | nt | nt
> CN(c1ccc(OCC(=O)N2CCCCC2)cc1)S(=O)(=O)c1cccs1
→ -2% | 0% | -1% | -1% | 0% | -1% | -2% | -1%
> COc1ccc(NS(=O)(=O)c2cc(NC(=O)CC(=O)c3ccc([N+](=O)[O-])cc3)ccc2C)cc1
→ 1% | -2% | ? | -4% | -7% | 0% | -13% | -4%
> O=C(Oc1ccc(NC(=O)c2cc3c(cc2Br)OCO3)cc1)c1ccccc1
→ 6% | -3% | ? | -3% | 0% | 7% | i | 10%
> Cc1ccc(C2=CSC3=NNC4(CCCCC4)NN23)cc1
→ 1% | 3% | ? | 6% | 0% | 9% | -5% | -10%
> Cc1ccc(NC(=O)N2CCC(c3nc4c(nnn4Cc4cccc(Cl)c4)c(=O)[nH]3)CC2)cc1
→ 14% | -4% | -9% | -6%[11.4 µM] | 1% | 5% | -16% | -5%
> CC(C)C(NS(=O)(=O)c1cccc2nsnc12)C(=O)N1CCn2c1nc1ccccc12 (centres undefined)
→ 8% | -1% | -14% | nt | -3% | 1% | 2% | 4%
> Cc1ccc(-n2nc(C(=O)N3CCCCC3C)c(=O)n(C)c2=O)cc1 (centres undefined)
→ nt | -2% | 4% | nt | -4% | 0% | nt | nt

A draw from above in order of number of heavy atoms, falling.
Results follow in this order: GoLoco inh red | TR SRC2 fluor cs | Tau ThT inhib | L3MBTL1 inh | Tau fibril FP | TRb-SRC2 inh | RECQ1 helicase | JMJD2E inh
> COc1ccc(N(C(=O)Cn2nnc(-c3ccc(Cl)cc3)n2)C(C(=O)NCC2CCCO2)c2ccc(C)cc2)cc1 (centres undefined)
→ 4% | 0% | -21% | 1% | -11% | 0% | 3% | 2%
> COc1ccc(CNC(=O)CCc2c(C)nn(-c3ccc(N4CCCCC4)nn3)c2C)c(OC)c1
→ nt | -3% | -7% | nt | -6% | 2% | nt | nt
> CCOc1ccc(NC(=O)c2cc(S(=O)(=O)N3CCc4ccccc43)ccc2F)cc1
→ nt | -1% | -5% | nt | -11% | 7% | nt | nt
> COc1ccc(/C=C2\SC(=NCc3ccccc3)NC2=O)cc1
→ 7% | 7% | 4% | -16% | 2% | 9% | 4% | 0%
> CCc1c(C)sc(NC(=O)OC)c1C(=O)N1CCOCC1
→ -5% | -2% | -5% | 6% | -15% | -8% | 0% | 9%

Other compounds follow.
Results follow in this order: GoLoco inh red | TR SRC2 fluor cs | Tau ThT inhib | L3MBTL1 inh | Tau fibril FP | TRb-SRC2 inh | RECQ1 helicase | JMJD2E inh
> O=C(CSc1nnc2ccccn12)c1ccc2c(c1)OCCO2
→ 2% | 0% | -11% | 0% | -8% | -1% | i | 4%
> COC(=O)CC1=C(C(=O)OC)C(c2cccc(OCC(N)=O)c2)C(C#N)=C(N)O1 (centres undefined)
→ 0% | 0% | -9% | 10% | ? | -16% | -6% | ?
> O=C(CC1Sc2ccccc2NC1=O)NNC(=O)Nc1ccc(Cl)cc1 (centres undefined)
→ 2% | -2% | nt | nt | -4% | 5% | i | 3%
> NS(=O)(=O)c1ccc(NC(=S)N2CCN(c3ccccc3)CC2)cc1
→ 3% | -17% | -9% | 4% | 16% | 5% | -3% | 4%
> Cn1cc(SCC(=O)Nc2nc3ccccc3s2)c2ccccc21
→ -20% | 1% | ? | 0% | -9% | 1% | -24% | 5%
> CC1CCC(=NNC(=O)Cc2ccccc2)CC1 (centres undefined)
→ 1% | -1% | -13% | -3% | 2% | -8% | -4% | 28%
> O=C(NCc1ccco1)c1cc2sccc2n1Cc1ccc(F)cc1
→ 5% | 0% | ? | nt | -5% | 3% | -1% | -2%
> COC(C[C@@H]1O[C@@H]1C(=O)COCc1ccccc1)OC
→ -4% | -1% | -12% | nt | -2% | 3% | i | 2%
